# AmpC detergent = inhibitors of E. coli AmpC beta-lactamase with detergent. 0.041% of 370,000 active. Potency, µM (doses to about 114 µM), for the others: at the highest dose activity change, negative = inhibition, actives largely listed as inhibitors. AID 485294. AmpC hydrolysis of nitrocefin, absorbance 480 nm, 0.01% Triton;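 further: potency means the concentration at half of the fitted maximal effect; 0% = no-compound wells and -100% = no-enzyme wells; nearly all actives have a fitted effect of over 25% in size; some results filed as inactive show a strong effect at the top dose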
# Target sequence (P00811 whole entry, looked up): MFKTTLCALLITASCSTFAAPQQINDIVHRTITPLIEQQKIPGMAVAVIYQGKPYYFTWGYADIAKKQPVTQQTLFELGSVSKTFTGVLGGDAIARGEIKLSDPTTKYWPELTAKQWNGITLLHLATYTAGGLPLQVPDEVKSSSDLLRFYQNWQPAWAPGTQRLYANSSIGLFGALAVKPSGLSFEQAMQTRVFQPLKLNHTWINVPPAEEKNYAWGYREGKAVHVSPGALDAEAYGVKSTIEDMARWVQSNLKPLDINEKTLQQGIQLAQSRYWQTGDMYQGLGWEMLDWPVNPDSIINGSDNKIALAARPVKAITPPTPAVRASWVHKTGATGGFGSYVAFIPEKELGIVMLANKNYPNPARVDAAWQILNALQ
#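 20 mM phosphate pH 7.0 + 0.01% (detergent screen) or 0.0001% Triton X-100; 5.3 nM AmpC reagent; cpd preinc 15 min RT; nitrocefin (800 uM stock) to start; A480 q20 s × 4 min; Activity was normalised to no-enzyme and no-compound control wells.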
# AmpC no deterg = blocks E. coli AmpC beta-lactamase in detergent-free assay; 0.52% of 330,000 active; P00811; AmpC nitrocefin hydrolysis, absorbance 480 nm, 0.0001% Triton; Potency, µM (highest dose often 57.1 µM), without a hit: at the highest dose activity change, negative = inhibition, hits mostly inhibitors;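 further: potency means the concentration at half of the fitted maximal effect; plate controls were no compound for no effect and no enzyme for full effect; nearly all actives have a fitted effect of over 20% in size; some results filed as inactive show a strong effect at the top dose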
#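 20 mM phosphate pH 7.0 + 0.01% (detergent screen) or 0.0001% Triton X-100; 5.3 nM AmpC reagent; cpd preinc 15 min RT; nitrocefin (800 uM stock) to start; A480 q20 s × 4 min; Activity was normalised to no-enzyme and no-compound control wells.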
# FBPA Giardia inh = blocks Giardia fructose-bisphosphate aldolase activity. purified Giardia FBPA. Potency, µM (series often up to 59.6 µM), for the others: at the highest dose activity, negative = inhibition, most hits filed as inhibitors. 0.71% of 290,000 active. AID 2451; further: potency means the concentration at half of the fitted maximal effect; nearly all actives have a fitted effect of over 55% in size
# Target sequence (A8B2U2 whole entry, looked up): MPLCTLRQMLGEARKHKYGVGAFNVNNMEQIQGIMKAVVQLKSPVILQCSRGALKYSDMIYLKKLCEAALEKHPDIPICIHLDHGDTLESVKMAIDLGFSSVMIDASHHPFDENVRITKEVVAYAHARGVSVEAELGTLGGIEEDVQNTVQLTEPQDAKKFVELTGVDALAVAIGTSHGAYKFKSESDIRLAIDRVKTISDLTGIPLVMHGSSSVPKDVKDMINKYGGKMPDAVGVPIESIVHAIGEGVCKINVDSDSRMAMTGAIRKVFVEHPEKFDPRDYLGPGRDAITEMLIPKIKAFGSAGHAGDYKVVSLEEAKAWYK
#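 Giardia FBPA (40 nM reagent) was preincubated 10 min at RT with compound (up to 57.5 uM final), then substrate plus GAPDH/TPI/NAD/arsenate coupling system with diaphorase/resazurin was added; resorufin fluorescence (525/598 nm) was read after 20 min.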
# Sm TGR inh = blocks Schistosoma mansoni thioredoxin glutathione reductase. purified TGR, DTNB reduction, TNB absorbance 405 nm. Potency, µM (highest dose often 114 µM), without a hit: top-dose activity change, negative = inhibition, usual class: inhibitors. 3% of 360,000 active. AID 485364; further: potency means the concentration at half of the fitted maximal effect; nearly all actives have a fitted effect of over 60% in size
#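 Kinetic colorimetric format: TGR-catalysed, NADPH-driven DTNB reduction monitored via TNB absorbance. Enzyme dispensed at 20 nM; compound exposure 15 min at room temperature before reaction start.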
# HCV inhibitor = HCV inhibition; AID 651820; Potency, µM (highest dose often 41.8 µM), for the others: top-dose activity change, negative = inhibition, actives largely listed as inhibitors; Huh7.5.1 HCVcc-Cre infection, luciferase reporter, 44 h; 3.4% of 340,000 active; further: potency means the concentration at half of the fitted maximal effect
#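 HCVcc-Cre virus at an moi near 0.5 was added right after compound to cells cultured 4 h from seeding (1,000 cells/well). Luciferase activity was determined 44 h later, 15 min after substrate addition at RT.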
# HCMV antiviral = inhibitors of human cytomegalovirus; activity change, negative = inhibition, % at 57.5 µM; 4.5% of 410,000 active; HFF cells, HCMV-luciferase reporter, 72 h; active compounds read low; in the data active means activity change below about -60%; inconclusive means no clear call, values can overlap the other calls; inactive means above about -39%
#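 Cell-based, HFFs, 1000 cells/well, 16 h 37C; cpds in DMSO + HCMV-luc, MOI 1 PFU/cell; 72 h 37C; OneGlo luminescence after 5 min RT; norm. to buffer vs Salinomycin 10uM.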
# An asterisk follows results filed as active; ? = inconclusive; . = no result given; & = joins results of further samples; [ ] = another dose, or the depositor's remark. Unless noted, the call rests on the fitted dose curve; in most records, active means well fitted curve in the direction sought with a large enough effect; inconclusive means small, poorly fitted or top-dose-only effect, or another doubt; inactive means no such curve, though single readings can be large; an effect the other way counts as inactive or inconclusive. Unless noted, on the % scale 0 is the no-effect control and ±100 the full control effect.
nr | structure | AmpC detergent | AmpC no deterg | FBPA Giardia inh | Sm TGR inh | HCV inhibitor | HCMV antiviral
1 | CSC1=NCCN1C(=O)c1ccc(S(=O)(=O)N(C)C)cc1 | -10% | -15% | 2% | -1% | -3% | 19
2 | Cc1cccc2c1NC(=O)C2(O)N1CCCC(C)C1 (configuration not stated) | -13% | -2% | 16% | -18% | 10% | -6
3 | COC(=O)c1[nH]c2ccc(C)cc2c1NC(=O)C(C)N1CCN(C2CCCCC2)CC1 (configuration not stated) | -13% | -1% | 4% | 2% | 9% | -9
4 | O=C(CCCN1C(=O)c2ccccc2C1=O)NC1=NCCS1 | 1% | -4% | 1% | 1% | 0% | 68
5 | CCN(CC(=O)Nc1c(F)cccc1F)C(=O)CCc1c[nH]c2ccccc12 | ? | -2%[2.29 µM] | 0% | 9% | 8% | 15
6 | CCCC(=O)Nc1cc(Cl)ccc1N1CCN(C(=O)CC)CC1 | ? | 3% | 4% | -1% | 9% | -29
7 | CCOc1ccccc1CN1CCCC(C(=O)c2cc(F)ccc2F)C1 (configuration not stated) | -5% | -5% | 2% | ? | -8% | 8
8 | O=C(NNC(=O)c1ccc(Oc2cc(Cl)cc(Cl)c2)o1)c1ccccc1 | 8% | -23% | -1% | 15% | ? | -6
9 | Cn1c(=O)c2c(nc(CN3CCN(c4ccccc4)CC3)n2Cc2ccccc2F)n(C)c1=O | -9% | 143%[activator] | 0% | -23% | . | .
10 | Cc1ccc(N=c2oc3cc(O)ccc3cc2C(N)=O)cc1 | 1% | 75%[activator] | 6% | 4% | 11µM* | -80*
11 | Cc1cc([N+](=O)[O-])ccc1NC(=O)Nc1ccc(F)cc1F | -3% | -5%[2.29 µM] | -16% | -9% | 3.5µM* | ?
12 | O=C(NCC(c1ccco1)N1CCN(c2ccc(F)cc2)CC1)OCc1ccccc1 (configuration not stated) | -8% | -10% | 1% | -12% | ? | 13
13 | COc1ccc(CN2CCNC(=O)C2CC(=O)N(C)Cc2ccon2)cc1OC (configuration not stated) | 16% | 100%[activator] | -21% | ? | -2% | 33
14 | COc1ccc(/C=N/Nc2nc(-c3ccc(Cl)cc3)cc(C(F)(F)F)n2)c(OC)c1 | -6% | -40% | 8% | 3% | -11% | -16
15 | Cc1nc(NC(=O)c2ccc([N+](=O)[O-])cc2Cl)sc1C(=O)N(C)C | 3% | -26% | -16% | -17% | 1% | 1
16 | CCc1ccc2c(c1)NC(c1cccnc1)=NC(c1ccc(C(C)(C)C)cc1)=N2 | -4% | . | . | -9% | . | -23
17 | O=C(CSc1nncn2c1cc1sccc12)Nc1ccccc1C(F)(F)F | 2% | . | . | 0% | . | -73*
18 | CC12CN3CCN(CC(C3)C1O)C2 (configuration not stated) | 8% | 4% | 1% | 0% | 1% | 25
19 | CCC(=O)N1CCc2cc(Br)cc(S(=O)(=O)CCC(=O)Nc3ccc(CC)cc3)c21 | -10% | . | . | -12% | . | -2
20 | O=C(C1CCN(S(=O)(=O)c2c(Cl)cccc2Cl)CC1)N1CCCC1 | . | 5% | . | . | 16% | -5

# (continued)
nr | structure | AmpC detergent | AmpC no deterg | FBPA Giardia inh | Sm TGR inh | HCV inhibitor | HCMV antiviral
21 | COc1ccc(C(=O)NCc2nnc(SCC(=O)Nc3ccc(C)cc3)n2-c2ccccc2)cc1 | 20% | . | . | 11% | . | -11
22 | CC(=O)Nc1ccc(Oc2ccc(-c3noc(C)n3)cc2)cc1 | 3% | . | 13% | -2% | -21% | 16
23 | CN(C)CC(=O)N1c2ccccc2CCc2ccc(NC(=O)c3ccc(N)cc3)cc21 | 9% | 62%[activator] | 12% | 5% | ? | ?
24 | COc1cc2c(cc1OC)C(C)N(C(=O)c1cc3n(n1)C(C(F)(F)F)CC(c1ccco1)N3)CC2 (configuration not stated) | ? | 143%[activator] | ? | 25µM* | ? | 10
25 | CC(=O)OCc1cc(=O)n(C)c(=O)n1C | 2% | -14% | 2% | 12% | 17% | 27
26 | Cc1ccc(C)c2c1[nH]c1ccccc12 | -2% | -28% | -11% | 1% | 7.9µM* | 22
27 | CCOc1ccc(NC(=O)CCC(=O)Nc2cc(OC)c(NC(=O)c3ccco3)cc2OC)cc1 | -6% | -3% | 2% | 6% | ? | -25
28 | CC1CC(=O)C2=C(C1)Nc1ncnn1C2c1ccccc1 (configuration not stated) | 2% | -18% | 0% | 17% | -1% | 1
29 | CN1/C(=C\C=Nc2ccccc2)C(C)(C)c2ccccc21 | -4% | -20% | -28% | -17% | -28% | ?
30 | CC(C)NC(=O)C(c1ccccc1)N1Cc2ccccc2C1=O (configuration not stated) | -5% | . | . | -1% | . | -28
31 | COc1ccc(-n2c(SCC(N)=O)nc3nc4c(cc3c2=O)COC(C)(C)C4)cc1 | 0% | -2% | -1% | -20% | 25% | -18
32 | CCOc1ccc(-n2c(=S)sc3c(=O)[nH]c(SCC(=O)NCC4CCCO4)nc32)cc1 (configuration not stated) | -5% | -13% | -3% | 1% | 9% | -10
33 | O=C(CCS(=O)(=O)c1ccccc1)N(Cc1cccnc1)c1nc2ccc(F)cc2s1 | -13% | . | . | 0.89µM* | . | 53
34 | O=C(NCCOCC(F)(F)C(F)F)c1cc(F)c(F)cc1Cl | 1% | -7% | 2% | -6% | 1% | 37
35 | CCOC(=O)c1cc2c(=O)n3cccc(C)c3nc2n(Cc2ccco2)c1=NC(=O)c1cccnc1 | -5% | 8% | ? | 5.6µM* | ? | -9
36 | O=C(/C=C/c1ccc(F)cc1)NC(=S)N1C[C@H]2C[C@H](C1)c1cccc(=O)n1C2 | -10% | -27% | ? | 2% | -10% | 18
37 | CCOc1ccc(CNS(=O)(=O)c2ccc(-c3ccc(=O)[nH]n3)o2)cc1OC | -5% | -10% | -14% | ? | 22% | -34
38 | N/C(=N\OC(=O)N1c2ccccc2Sc2ccccc21)c1ccc(Br)cc1 | -10% | -27% | -1% | -2% | -21% | -64*
39 | O=C(COC(=O)COc1ccccc1)Nc1ccc(Cl)cn1 | -6% | -17% | . | -17% | 5% | -13
40 | C=CCOC(=O)c1ccccc1N | -3% | -6% | . | -5% | 12% | 56

# Of the compounds above, five contain an NH in an aromatic ring.
nr | structure | AmpC detergent | AmpC no deterg | FBPA Giardia inh | Sm TGR inh | HCV inhibitor | HCMV antiviral
3 | COC(=O)c1[nH]c2ccc(C)cc2c1NC(=O)C(C)N1CCN(C2CCCCC2)CC1 (configuration not stated) | -13% | -1% | 4% | 2% | 9% | -9
5 | CCN(CC(=O)Nc1c(F)cccc1F)C(=O)CCc1c[nH]c2ccccc12 | ? | -2%[2.29 µM] | 0% | 9% | 8% | 15
26 | Cc1ccc(C)c2c1[nH]c1ccccc12 | -2% | -28% | -11% | 1% | 7.9µM* | 22
32 | CCOc1ccc(-n2c(=S)sc3c(=O)[nH]c(SCC(=O)NCC4CCCO4)nc32)cc1 (configuration not stated) | -5% | -13% | -3% | 1% | 9% | -10
37 | CCOc1ccc(CNS(=O)(=O)c2ccc(-c3ccc(=O)[nH]n3)o2)cc1OC | -5% | -10% | -14% | ? | 22% | -34

# Carrying on:
nr | structure | AmpC detergent | AmpC no deterg | FBPA Giardia inh | Sm TGR inh | HCV inhibitor | HCMV antiviral
41 | COc1ccc(Cl)cc1S(=O)(=O)N1CCCC1 | -1% | 0% | -2% | -3% | 10% | -1
42 | CN(Cc1ccccc1)C(=O)C1CCN(Cc2cc3ccccc3n2Cc2ccccc2)CC1 | 11% | . | . | 6% | . | -17
43 | Cc1cc(=O)nc2c3ccccc3n(C(C)C(=O)NCCN3CCOCC3)n12 (configuration not stated) | -8% | -1% | . | -9% | 14% | 15
44 | COc1ccc(C(CC(=O)N2CCCC2)c2c(OC)cc(OC)c3ccc(=O)oc23)cc1 (configuration not stated) | 1% | 137%[activator] | 7%&4% | -4% | 2.8µM* | -22
45 | Cc1ccc(S(=O)(=O)N2CCCCC2)cc1 | -15% | -11% | -9% | -17% | 6% | -27
46 | CCCCc1nn2c(=O)cc(COC(=O)C3CCCCC3)nc2s1 | 15% | . | . | 6% | . | 12
47 | CCOc1ccc(C2C(C(=O)c3ccc(C)o3)=C(O)C(=O)N2CCN2CCOCC2)cc1OC (configuration not stated) | -24% | -2% | -10% | 50µM* | 23% | 39
48 | COc1cc(/C=C/[N+](=O)[O-])ccc1OC(=O)c1cc2ccccc2oc1=O | ? | 28% | ? | ? | 7% | -72*
49 | Cc1ccc(-n2c(C)cc3c2CC(C)(C)CC3=O)cc1C | ? | 27% | 8% | 6% | ? | 8
50 | Cc1cc(Cl)ccc1NC(=O)CCS(=O)(=O)c1ccc2c(c1)CC(C)N2C(=O)C1CC1 (configuration not stated) | 13% | . | . | -1% | . | -65*
51 | O=C1c2cccc3cccc(c23)C(=O)N1CCN1CCN(CC(O)COc2ccccc2)CC1 (configuration not stated) | 0% | -19% | 7% | 2% | -2% | -27
52 | CCCn1c(SCC(=O)Nc2nnc(C)s2)nnc1-c1ccoc1C | ? | 1% | -2% | -19% | 10% | 39
53 | O=C(CSc1nnc(-c2c[nH]c3ccccc23)n1-c1ccc(F)cc1)NCc1ccco1 | 0% | -43% | 5% | -24% | ? | -33
54 | CCCCn1c(N)c(N(CCC(C)C)C(=O)c2ccc([N+](=O)[O-])o2)c(=O)[nH]c1=O | -4% | -20% | . | ? | 23% | 1
55 | Fc1cccc(/C=N/Nc2ccc(Cl)nn2)c1 | 0% | -12% | 26% | -3% | -15% | 13
56 | Cc1ccc(C)n1-c1nccc(-c2ccco2)n1 | -8% | -24% | -3% | 58%[activator] | -2% | 14
57 | Cc1cccc(N=Nc2c(N)n[nH]c2-c2ccc(Cl)cc2)c1 | -9% | 47% | -4% | 12% | ? | ?
58 | CCCN1C(=O)c2[nH]nc(-c3ccccc3O)c2C1c1cccc(OCc2ccccc2)c1 (configuration not stated) | 11% | . | . | 23% | . | -13
59 | COc1cc(C(=O)Nc2cccc(-n3cnnn3)c2)cc(Cl)c1OC | ? | -33% | -10% | 5% | ? | -32
60 | CC(C)CC(=O)Nc1ccc(C(=O)OCc2cc(=O)n3nc(C4CCCCC4)sc3n2)cc1 | 12% | . | . | 2% | . | -10
61 | O=C(CCN1CCOCC1)c1ccc(Cl)cc1 | 10% | -14% | 3% | 0% | -12% | ?
62 | CC(C)C(NC(=O)/C(=C/c1ccco1)NC(=O)c1ccc(Br)o1)C(=O)O (configuration not stated) | 4% | -15% | -19% | 35µM* | 2% | ?
63 | N#C/C(=C(/O)COC(=O)c1ccc2c(c1)OCCO2)c1nc2ccccc2[nH]1 | ? | -29% | -16% | 0% | -5% | 8

# Three of the compounds above, with one line to a screen:
(60) CC(C)CC(=O)Nc1ccc(C(=O)OCc2cc(=O)n3nc(C4CCCCC4)sc3n2)cc1
(61) O=C(CCN1CCOCC1)c1ccc(Cl)cc1
(62) CC(C)C(NC(=O)/C(=C/c1ccco1)NC(=O)c1ccc(Br)o1)C(=O)O (configuration not stated)
entry no. | 60 | 61 | 62
AmpC detergent | 12% | 10% | 4%
AmpC no deterg | . | -14% | -15%
FBPA Giardia inh | . | 3% | -19%
Sm TGR inh | 2% | 0% | 35µM*
HCV inhibitor | . | -12% | 2%
HCMV antiviral | -10 | ? | ?

# Screens (PubChem BioAssay)
